# Screening results from PubChem.
# tim23-1 inh: growth inhibitors of tim23-1 mutant yeast, primary screen, luminescence, uHTS. actives 1.3% (n = 330,000). inhibition, % at 20 µM. S. cerevisiae tim23-1 growth, BacTiter-Glo luminescence, 24 h. AID 463212, 2010;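 active means growth inhibition of the mutant yeast at or above 50%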;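 further: temperature-sensitive mutant grown at 25 °C; plate controls were DMSO-treated mutant yeast for no effect and medium wells lacking yeast for full effect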
# TIM10 inh: growth inhibitors of isogenic TIM10 control yeast, primary screen, counter-screen for tim10-1 yeast inhibitor project, luminescence, uHTS; S. cerevisiae TIM10 strain growth, BacTiter-Glo luminescence, 24 h; inhibition, % at 10 µM; actives 1.4% (n = 330,000); AID 463195, 2010;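 active means inhibition of 40% or more at the single tested concentration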;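 further: wild-type TIM10 isogenic control strain grown at permissive 25 °C; 0% = DMSO yeast wells and 100% = minimal medium wells without yeast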
# UPR CHOP act: activators of apoptotic CHOP UPR arm, primary screen, cell-based, CHO-CHOP luciferase reporter, luminescence, uHTS; AID 449763, 2010; UPR activation; percent of tunicamycin response over DMSO baseline; activation, % at 10 µM; actives 0.34% (n = 330,000);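 active means at 10 µM dose, activation of 40% or more, normalized to positive control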;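 further: 100% = tunicamycin at 10 µg/mL and 0% = DMSO alone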
#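 System: CHO-CHOP luciferase reporter cell line; amount: 500 cells/well; buffer or medium: F12 medium containing 10% fetal bovine serum; incubation: 6 h compound exposure at 37 °C after overnight seeding; measured by: luciferase luminescence after 10 min with Steady-Glo reagent; evaluation: % reporter activation, DMSO baseline versus tunicamycin full activation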
# 697 NFkB inh: inhibitors of PMA/ionomycin-induced NF-kB reporter, 697 cells, primary screen, B-cell NF-kB inhibitor project, cell-based, luminescence, uHTS. 697 B-cell NF-kB luciferase reporter, 16 h. inhibition, % at 4 µM. actives 0.33% (n = 330,000). AID 435022, 2010; in the data active means inhibition above about 35%
# XBP1 UPR activ: activators of adaptive XBP1 UPR arm, primary screen, cell-based, CHO-XBP1 luciferase reporter, luminescence, uHTS; IRE1-XBP1 UPR activation; percent of tunicamycin response, DMSO as zero; activation, % at 20 µM; actives 0.33% (n = 330,000);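 active means versus positive control, 20 µM dose yields 30% or more activation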;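 further: 100% = tunicamycin at 10 µg/mL and 0% = DMSO only wells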
#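 Material: CHO-XBP1 cells stably carrying IRE1-XBP1-driven luciferase reporter | Medium: F12 with 10% serum | Compound dosing: 20 µM single concentration, DMSO 1% | Incubation: Overnight seeding at 37 °C, 6 h compound treatment at 37 °C | Detection: Steady-Glo luminescence read | Read-out basis: % activation of reporter signal versus tunicamycin and DMSO controls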
# Jurkat NFkB inh: inhibitors of induced NF-kB luciferase reporter, primary screen, TCR NF-kB activation inhibitor project, cell-based, luminescence, uHTS | Jurkat, PMA/ionomycin-induced NF-kB luciferase reporter | inhibition, % at 4 µM | actives 0.53% (n = 330,000) | AID 435003, 2010; in the data active means inhibition above about 50%
# tim10-1 inh: growth inhibitors of tim10-1 mutant yeast, primary screen, luminescence, uHTS; S. cerevisiae tim10-1 ts strain growth, BacTiter-Glo, 24 h; inhibition, % at 20 µM; actives 2.2% (n = 330,000);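 active means inhibition of at least 40%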;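 further: mutant grown at 25 °C; 0% = DMSO wells with yeast and 100% = wells holding no yeast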
# Mdm2 MdmX PPI: inhibitors of human Mdm2-MdmX association, primary screen, cell-based, luminescence, split luciferase, SaOS-2, uHTS | SaOS-2 split-luciferase Mdm2/MdmX complementation | inhibition, % at 8 µM | actives 3% (n = 330,000);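 active means inhibition of at least 50% at 8 µM in the primary screen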
# Target sequence (O15151 whole entry, looked up): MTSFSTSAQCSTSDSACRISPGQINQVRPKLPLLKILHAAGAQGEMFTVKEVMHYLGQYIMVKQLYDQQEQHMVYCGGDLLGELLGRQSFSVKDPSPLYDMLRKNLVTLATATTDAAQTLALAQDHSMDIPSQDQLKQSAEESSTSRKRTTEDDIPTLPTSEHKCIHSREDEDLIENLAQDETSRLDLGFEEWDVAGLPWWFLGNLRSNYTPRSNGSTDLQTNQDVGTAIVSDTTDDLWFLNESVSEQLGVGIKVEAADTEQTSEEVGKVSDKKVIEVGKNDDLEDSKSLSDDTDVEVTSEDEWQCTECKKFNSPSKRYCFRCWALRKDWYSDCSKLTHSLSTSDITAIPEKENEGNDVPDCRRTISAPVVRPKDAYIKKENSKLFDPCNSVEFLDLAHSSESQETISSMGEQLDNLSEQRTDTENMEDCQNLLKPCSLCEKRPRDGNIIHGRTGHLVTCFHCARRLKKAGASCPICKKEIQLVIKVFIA
# Target sequence (Q00987 whole entry, looked up): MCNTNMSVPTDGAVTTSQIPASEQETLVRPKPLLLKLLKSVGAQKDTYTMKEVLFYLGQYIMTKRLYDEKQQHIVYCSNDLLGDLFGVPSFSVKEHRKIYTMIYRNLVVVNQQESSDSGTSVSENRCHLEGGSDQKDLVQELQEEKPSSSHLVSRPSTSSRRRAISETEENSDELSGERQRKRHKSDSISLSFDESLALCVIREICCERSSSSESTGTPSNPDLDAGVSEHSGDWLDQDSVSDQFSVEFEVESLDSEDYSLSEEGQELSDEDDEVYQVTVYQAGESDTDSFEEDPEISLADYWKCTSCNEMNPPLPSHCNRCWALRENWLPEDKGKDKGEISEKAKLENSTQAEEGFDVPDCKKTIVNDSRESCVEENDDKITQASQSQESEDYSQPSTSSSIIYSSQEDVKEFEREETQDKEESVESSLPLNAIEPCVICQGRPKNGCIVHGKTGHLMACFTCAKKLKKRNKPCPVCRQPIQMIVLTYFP
# Starred values were filed as active, the others as inactive. Random draw from the library; any-hit rate near 6.6%.
molecule | tim23-1 inh | TIM10 inh | UPR CHOP act | 697 NFkB inh | XBP1 UPR activ | Jurkat NFkB inh | tim10-1 inh | Mdm2 MdmX PPI
Cc1ccc(NC(=O)CCn2c(=O)oc3ccccc32)c(C)c1 | 18 | 9 | 1.1 | 7 | 0 | -10 | 17 | 36
CN(C)c1cc[n+](CC(=O)Nc2ccc(Cl)cc2)cc1 | -7 | 7 | -0.9 | -6 | -2 | 21 | 8 | 15
CCCc1cc2nnc(SCC(=O)N(C)C3CCCCC3)n2c(N)n1 | 12 | 6 | -0.7 | 11 | 1 | -4 | -11 | -10
COCCN(CCOC)S(=O)(=O)c1ccc(C(=O)Nc2nnc(COC)o2)cc1 | 4 | 0 | -1.0 | 8 | 1 | 4 | -4 | 23
O=C(Cc1ccccc1)NN1C(=O)c2ccccc2C1=O | 4 | 5 | -0.5 | 17 | 0 | 17 | -1 | 8
CCN(CC)S(=O)(=O)c1ccc(N2CCOCC2)c(NC(=O)c2cccc(C#N)c2)c1 | 24 | 2 | -0.8 | 10 | -2 | 7 | 15 | 0
CN(C)C(=O)CSc1nc2ccc(C(=O)c3ccccc3)cc2[nH]1 | -14 | -6 | 0.7 | -39 | 2 | -11 | -17 | 0
N/C(Cc1nc(-c2ccc(Cl)cc2)cs1)=N/O | 12 | 22 | 9.6 | -16 | 1 | -12 | 30 | -42
CCCCC1=CC2=C(c3ccco3)C(=O)C(C)(OC(=O)c3ccc(OC)cc3)C(=O)C2=CN1CC(C)C (stereo unspecified) | 18 | 11 | 19 | 15 | 33* | 14 | 13 | -1
COc1ccc(Cl)cc1NC(=O)CNc1ccccc1N1CCOCC1 | 1 | -3 | 1.3 | -30 | 1 | -9 | -3 | -5
Cc1ccc(S(=O)(=O)Nc2ccc(Cl)cc2C(=O)c2ccc(F)cc2)cc1 | 37 | 8 | -2.4 | 21 | -3 | -2 | 35 | 19
NC(=O)c1ccccc1NC(=O)NC1CCCCC1 | 8 | -14 | -0.9 | 0 | 1 | 13 | 18 | 1
CC1OC(Nc2cccc3ccccc23)C(O)C(O)C1O (stereo unspecified) | 39 | 21 | 3.1 | 33 | 11 | 9 | 31 | 24
Cc1nnc(NCCO)c2ccccc12 | 13 | 15 | -0.3 | 1 | 2 | 0 | 16 | -14
COc1ccc(S(=O)(=O)N(CCCN2CCCC2=O)Cc2cc3c(C)ccc(C)c3[nH]c2=O)cc1 | 7 | 11 | 0.2 | -10 | -3 | -18 | 9 | 7
COc1cccc(C(=O)Nc2nnc(S(=O)(=O)Nc3cccc(C)c3)s2)c1 | 7 | -8 | -1.8 | 6 | -1 | 3 | 10 | 22
CC(=O)Nc1ccc(C(=O)Nc2ccc(S(=O)(=O)N3CCOCC3)cc2)cc1 | 20 | -1 | 4.1 | -2 | -2 | -12 | 14 | 11
Cc1ccc(NC(=O)c2nnn(CC(=O)Nc3ccccc3)c2N)cc1C | -14 | -21 | 1.9 | -4 | 4 | 2 | -8 | 44
O=C(CCC(=O)OCc1ccc(C(=O)Oc2ccccc2)cc1)Nc1cccc2ccccc12 | 11 | -5 | 3.0 | 13 | -2 | -4 | 17 | 5
COc1ccc(-c2nn(-c3ccccc3)cc2C(=O)NC(=S)NNC(=O)c2ccncc2)cc1 | -13 | 15 | -2.8 | 6 | 2 | 18 | 5 | 41
N#CC1=C2N=C(N)c3ccccc3N2C2=C(C(=O)CCC2)C1c1ccc(F)cc1 (stereo unspecified) | 3 | 2 | 0.7 | 1 | -2 | -1 | 17 | -11
COc1ccc(-n2c(C)ccc2-c2ccccc2)cn1 | 17 | 5 | 0.1 | -28 | 3 | 2 | 20 | 23
CCOc1ccccc1N1CCN(C(=O)NCc2ccc(Cl)cc2)CC1 | 29 | -1 | -0.7 | -8 | 5 | -11 | 12 | -1
O=C(Nc1ccc(Br)cc1)C1CCCN(C2=NS(=O)(=O)c3ccccc32)C1 (stereo unspecified) | 4 | -4 | 2.7 | -4 | -1 | -1 | 1 | 28
CCOC(=O)c1cnc(SC2CC(=O)N(c3ccc(C)cc3)C2=O)nc1N (stereo unspecified) | 14 | 19 | 0.1 | 10 | -2 | 8 | 24 | -7
O=C(C[C@H]1C/C=C\CCCC(=O)OC[C@H]2CCCN2C1=O)NCCO | 0 | -2 | 2.2 | -17 | 2 | -10 | 1 | -20
CC(=O)c1ccc(NCCC(=O)c2ccccc2)cc1 | -4 | -18 | 2.8 | -91 | -1 | -70 | 3 | -13
CCCCC[C@H]1CN(CCc2ccccc2)C(=O)[C@@H]1CC(=O)NCc1ccc(OC)cc1 | 23 | 5 | -1.1 | -2 | 0 | -2 | -97 | 7
Cc1ccc(NC(=O)CCc2c[nH]c3ccccc23)nc1 | 20 | 6 | 0.7 | -223 | 3 | 41 | -16 | 83*
O=S(=O)(NC1=NCCCCC1)c1ccc2sc(NS(=O)(=O)c3ccc4ccccc4c3)nc2c1 | 20 | 26 | 1.2 | 18 | 2 | -4 | 17 | 14
CC(=O)C1=C(O)C(=O)N(c2ccc(C)cc2)C1c1ccc([N+](=O)[O-])cc1 (stereo unspecified) | 15 | 12 | 0.6 | 20 | 0 | 7 | 11 | -12
COc1cccc(NC(=O)[C@@H](NC(=O)N2CCn3c2nc2ccccc23)C(C)C)c1 | 17 | -4 | 1.1 | -2 | -2 | -3 | 14 | 18

# Reformatted: entries from further up
> CC(=O)c1ccc(NCCC(=O)c2ccccc2)cc1
  tim23-1 inh: -4
  TIM10 inh: -18
  UPR CHOP act: 2.8
  697 NFkB inh: -91
  XBP1 UPR activ: -1
  Jurkat NFkB inh: -70
  tim10-1 inh: 3
  Mdm2 MdmX PPI: -13

> CCCCC[C@H]1CN(CCc2ccccc2)C(=O)[C@@H]1CC(=O)NCc1ccc(OC)cc1
  tim23-1 inh: 23
  TIM10 inh: 5
  UPR CHOP act: -1.1
  697 NFkB inh: -2
  XBP1 UPR activ: 0
  Jurkat NFkB inh: -2
  tim10-1 inh: -97
  Mdm2 MdmX PPI: 7

# (further entries)
SMILES	tim23-1 inh	TIM10 inh	UPR CHOP act	697 NFkB inh	XBP1 UPR activ	Jurkat NFkB inh	tim10-1 inh	Mdm2 MdmX PPI
Cc1ccccc1S(=O)(=O)Nc1nc2ccccc2nc1N1CCOCC1	42	3	1.2	3	0	-1	30	6
CCCCn1c(SCn2nnc3ccccc3c2=O)nc2cc(S(N)(=O)=O)ccc21	-6	3	0.1	-13	1	5	0	30
Cc1cc(N2CCN(C(=O)Nc3ccc(F)cc3F)CC2)c2ccccc2n1	5	-8	-1.5	-9	-3	-12	1	9
O=C(COC(=O)c1cc([N+](=O)[O-])ccc1N1CCOCC1)NC1CCCCC1	4	1	2.6	8	-1	8	4	20
COC(=O)[C@H](CC(C)C)NC(=O)NC1CCCCC1C (stereo partly specified)	2	-11	1.7	-1	1	-15	14	4
COc1cccc(NC(=O)N2CCOCC2)c1	9	-6	1.3	6	-1	11	5	7
CCN(CC(=O)Nc1c(F)cccc1F)C(=O)CCCOc1ccc(OC)cc1	-1	0	-0.4	20	-1	-20	-3	19
Cn1nc(C(C)(C)C)c([N+](=O)[O-])c1C(=O)NCCO	0	-4	-0.1	7	1	4	-8	-11
O=C(NC1CC1)C1=C[C@@H](C2CCCCC2)C[C@@H](OCCCCO)O1	15	3	0.0	15	0	13	15	-22
Cc1ccc(S(=O)(=O)N2CCCCC2)cc1NC(=O)c1c(-c2ccccc2)noc1C	9	10	1.3	3	0	0	-4	-5
O=C(Nc1c(C(=O)O)[nH]c2ccc(F)cc12)c1cccc(C(F)(F)F)c1	13	-6	-1.9	19	-2	-5	1	19
CCn1c2c(c3cc(Cl)ccc31)CCCC2=O	-2	-26	-2.1	11	3	1	13	16
O=C(c1cnn(C(=O)CN2CCCC2=O)c1)c1ccccc1O	30	0	1.2	18	0	9	0	7
Cc1cc(Cl)c2oc(C(=O)NCCN3CCOC3=O)c(C)c2c1	15	3	1.1	-4	1	20	27	13
NC(=O)c1c(NC(=O)Cn2nc(C(=O)O)c3ccccc3c2=O)sc2c1CCC2	-26	-26	-0.4	-3	0	2	-16	3
O=C(COC(=O)c1ccncc1)Nc1cc(Cl)ccc1Cl	-21	-32	1.1	6	3	-3	8	-12
COc1ccc(-c2noc(N3CCCC(C(=O)Nc4cc(F)ccc4F)C3)n2)cc1 (stereo unspecified)	16	3	1.7	-83	0	-1	13	24
CCOc1ccc(-n2c(SCc3nc(-c4ccc(C)cc4)no3)nnc2-c2ccncc2)cc1	25	39	0.6	9	-1	21	35	-33
CCOc1ccc(N2CC(C(=O)Nc3ccccc3C(=O)N3CCOCC3)CC2=O)cc1 (stereo unspecified)	0	3	2.4	1	-1	13	-4	-13
c1ccc(-c2noc(COc3ccc4c(c3)OCO4)n2)cc1	6	-19	2.4	-131	0	-95	-9	-233
O=C(NNc1ccccc1F)c1ccccc1	7	-14	1.2	17	2	22	-49	3
COc1cc(OC)cc(-c2sc3ccc(OC)cc3c2-c2ccc(O)cc2)c1	38	27	-1.5	-16	6	-13	8	20
CCOC(=O)c1c(C)c(C(=O)NCc2ccc3c(c2)OCO3)c(C)n1CC	8	13	-0.3	12	-1	15	17	6
COC(=O)[C@]1(Cc2ccccc2)N[C@H](CN(C)C(=O)Nc2ccc(C)cc2)[C@@H]2C(=O)N(C)C(=O)[C@@H]21	-7	1	1.8	3	-3	-8	-13	3
CCOc1ccc(NC(=O)c2ccccc2OC)cc1	13	20	6.0	-48	5	-43	16	-42
COc1ccccc1CN1CCN(C(c2ccccc2)c2ccccc2)CC1	3	14	1.7	-22	1	5	19	16
N#CC1=C(N)NC(SCc2ccc(Br)cc2)=C(C#N)C12CCCCC2	36	33	-2.2	3	1	-16	12	20
N#CC1=C(N)Oc2n[nH]c(CSc3ccccc3)c2C12C(=O)Nc1ccccc12 (stereo unspecified)	8	8	-0.4	12	9	9	11	24
CC(C)C(=O)N1C2CCC1CC(O)(c1ccc(F)cc1)C2 (stereo unspecified)	0	-5	-2.5	2	-5	2	7	-17
CN(C)CCCN(C(=O)c1ccc(C(=O)c2ccccc2)cc1)c1nc2ccc(F)cc2s1	16	35	2.9	-49	3	-19	49*	21

# Arranged by formula weight (ascending): part of the list above
SMILES	tim23-1 inh	TIM10 inh	UPR CHOP act	697 NFkB inh	XBP1 UPR activ	Jurkat NFkB inh	tim10-1 inh	Mdm2 MdmX PPI
CC(C)C(=O)N1C2CCC1CC(O)(c1ccc(F)cc1)C2 (stereo unspecified)	0	-5	-2.5	2	-5	2	7	-17
CCOC(=O)c1c(C)c(C(=O)NCc2ccc3c(c2)OCO3)c(C)n1CC	8	13	-0.3	12	-1	15	17	6
COc1cc(OC)cc(-c2sc3ccc(OC)cc3c2-c2ccc(O)cc2)c1	38	27	-1.5	-16	6	-13	8	20
N#CC1=C(N)Oc2n[nH]c(CSc3ccccc3)c2C12C(=O)Nc1ccccc12 (stereo unspecified)	8	8	-0.4	12	9	9	11	24
N#CC1=C(N)NC(SCc2ccc(Br)cc2)=C(C#N)C12CCCCC2	36	33	-2.2	3	1	-16	12	20
CN(C)CCCN(C(=O)c1ccc(C(=O)c2ccccc2)cc1)c1nc2ccc(F)cc2s1	16	35	2.9	-49	3	-19	49*	21
